Assay outcomes as filed in PubChem.
Tau fluor cs: counter-screen for tau fibril formation inhibitors. tau K18 P301L Alexa594 fluorescence, heparin fibrillization. Potency, µM (highest dose often 57.7 µM), without a hit: top-dose activity change, negative = decrease. 280,000 tested, 0.93% active; note: % is set by controls: 0 for no effect and ±100 for the full control effect; nearly all actives have a fitted effect of over 55% in size
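Human K18 P301L tau (15 uM unlabeled plus 0.24 uM Alexa 594-labeled, final) in 100 mM sodium acetate pH 7 was mixed with compound and 20 uM heparin and incubated 6 hr at 37 C.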
HTT ATP protect: cytoprotection in Huntington HTT-Q103 PC12 cell model; PC12 HTT-Q103 induced, cytoprotection, ATP luminescence, 40 h; Potency, µM (doses to about 56.4 µM), for inactives: cytoprotection (ATP increase), most hits filed as activators; 230,000 tested, 0.14% active;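 note: % of control where 0% means no effect; nearly all actives have a fitted effect of over 45% in size; toxic huntingtin expression switched on by the ecdysone agonist tebufenozide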
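PC12 cells stably carrying ecdysone-inducible Htt exon 1 (Q103)–GFP were induced with 100 nM tebufenozide (final) alongside library compounds in a dose series. Cytoprotection was scored as retained ATP by ATPlite luminescence.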
L3MBTL1 inh: inhibitors of human L3MBTL1; Q9Y468; AlphaScreen L3MBTL1–H3K9me1 peptide binding; Potency, µM (highest dose often 57.1 µM), inactives show at the top dose activity, negative = inhibition, hits mostly inhibitors; 230,000 tested, 0.66% active; AID 485360; note: % is set by controls: 0 for no effect and ±100 for the full control effect; nearly all actives have a fitted effect of over 60% in size
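First, the protein-peptide complex forms for 30 min at room temperature (L3MBTL1 50 nM, biotinylated H3K9me1 peptide 75 nM). Next, compounds are pin-transferred and incubated 30 min. Finally, AlphaScreen beads are added and read after 30 min.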
TR SRC2 fluor cs: alters Texas Red total fluorescence, flagging assay interference. TRb/SRC2 Texas Red total fluorescence interference. Potency, µM (highest dose often 106 µM), for the others: at the top dose fluorescence change, negative = quenching. 280,000 tested, 0.29% active. AID 1479; active = well fitted curve in either direction with a large enough effect; inconclusive = small, poorly fitted or top-dose-only effect; note: % is set by controls: 0 for no effect and ±100 for the full control effect
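Human TRb ligand-binding domain at 0.6 uM with 20 nM Texas Red SRC2 peptide in Tris buffer containing 1 uM T3 and 5% DMSO, incubated with compound 5 h at ambient temperature. Total fluorescence (555/632 nm) calculated as parallel + 2 × perpendicular.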
Tau FP inhib: tau fibrillization inhibition (FP). Potency, µM (doses to about 57.7 µM), inactives show at the highest dose activity, negative = inhibition, usual class: inhibitors. 280,000 tested, 0.39% active. AID 1468. P10636. K18 P301L tau heparin fibrillization, Alexa594 FP, 6 h; note: % is set by controls: 0 for no effect and ±100 for the full control effect; nearly all actives have a fitted effect of over 55% in size
Target sequence (P10636 561-689 P618L limits assumed): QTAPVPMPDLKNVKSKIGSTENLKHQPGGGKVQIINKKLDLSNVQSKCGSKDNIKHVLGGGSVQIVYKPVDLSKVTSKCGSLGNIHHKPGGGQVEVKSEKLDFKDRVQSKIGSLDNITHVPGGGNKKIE
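FP of Alexa 594-tau after heparin (20 uM) induction. Substrate: human K18 P301L, 15 uM unlabeled, 0.24 uM labeled. Buffer 100 mM sodium acetate pH 7. 6 hr, 37 C.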
TRb-SRC2 inh: inhibitors of human thyroid hormone receptor beta-SRC2 interaction; P10828; TRbeta-SRC2 peptide binding, fluorescence polarization; receptor liganded with 1 µM T3; Potency, µM (titrated, usually from 106 µM), without a hit: at the highest dose activity change, negative = inhibition, most hits filed as inhibitors; 280,000 tested, 0.065% active; AID 1469;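 note: plate controls were bound peptide for no effect and peptide without receptor for full effect; nearly all actives have a fitted effect of over 50% in size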
Target sequence (P10828 whole entry, looked up): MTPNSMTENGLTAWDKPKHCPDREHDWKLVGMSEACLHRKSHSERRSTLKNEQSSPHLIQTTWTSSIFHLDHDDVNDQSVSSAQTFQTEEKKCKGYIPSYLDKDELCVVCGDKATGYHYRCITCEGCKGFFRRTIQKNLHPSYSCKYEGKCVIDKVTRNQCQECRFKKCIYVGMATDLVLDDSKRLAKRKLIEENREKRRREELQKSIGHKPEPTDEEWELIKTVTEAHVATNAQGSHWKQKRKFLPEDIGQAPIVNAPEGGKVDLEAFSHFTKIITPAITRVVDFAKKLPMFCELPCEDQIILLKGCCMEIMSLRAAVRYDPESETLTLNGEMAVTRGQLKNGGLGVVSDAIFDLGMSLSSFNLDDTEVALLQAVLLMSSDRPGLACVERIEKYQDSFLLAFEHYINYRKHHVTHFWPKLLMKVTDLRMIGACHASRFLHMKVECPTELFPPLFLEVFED
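A fluorescence polarization screen tested compounds at multiple concentrations against complex formation between 0.6 uM TRb ligand-binding domain and 20 nM Texas Red SRC2 peptide, with 1 uM T3 present; readout after 5 hr.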
Tau ThT inhib: tau fibrillization inhibition (ThT binding); recombinant tau K18 P301L (four-repeat tau fragment), heparin-induced fibrillization, ThT fluorescence; Potency, µM (series often up to 57.4 µM), without a hit: at the top dose activity, negative = inhibition, hits mostly inhibitors; 270,000 tested, 2.1% active; AID 1460; note: % is set by controls: 0 for no effect and ±100 for the full control effect; nearly all actives have a fitted effect of over 55% in size
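Heparin-induced (20 uM) aggregation of recombinant human K18 P301L tau, 15 uM unlabeled with 0.24 uM labeled, pH 7 acetate buffer, 6 hr at 37 C with compound. Fibrils quantified by 30 uM ThT fluorescence after 1 hr ambient incubation.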
RECQ1 helicase: RECQ1 (human) helicase inhibition. P46063. RECQ1 DNA unwinding, red fluorescence kinetic read. Potency, µM (top dose mostly 57.3 µM), for inactives: at the top dose activity, negative = inhibition, actives largely listed as inhibitors. 240,000 tested, 0.54% active. AID 2549;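 note: plate controls were vehicle for no effect and no enzyme for full effect; nearly all actives have a fitted effect of over 30% in size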
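RECQ1T1 50 nM; forked duplex (20 bp + 30-nt ss tails) 200 nM, ATP 2 mM final; pH 8.0, 2 mM MgCl2, 2.5 ug/ml poly(dI-dC); 15 min compound preincubation; discontinuous kinetic read over 2 h at RT.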
* = called active by the depositor; i = inactive; ? = inconclusive; . = no result given; [ ] = remark or other dose. Unless noted, calls come from the whole dose curve; as a rule, active = well fitted curve in the direction sought with a large enough effect; inconclusive = small, poorly fitted or top-dose-only effect, or another doubt; inactive = no such curve, though single readings can be large; an effect the other way counts as inactive or inconclusive. Potency is the fitted concentration of half-maximal effect.

SMILES	Tau fluor cs	HTT ATP protect	L3MBTL1 inh	TR SRC2 fluor cs	Tau FP inhib	TRb-SRC2 inh	Tau ThT inhib	RECQ1 helicase
Cc1cc[n+](-c2[nH]c(=O)sc2/C=N/NC(=O)c2ccccc2[O-])cc1C	-15%	20%[10 µM]	-7%	-8%	-3%	0%	?	-8%
O=C(Nc1ccccc1Cl)C(Cl)C(=O)c1ccccc1 (configuration not stated)	5%	5%	.	0%	0%	0%	-2%	-6%
Cc1nc(SCn2nnc3ccccc3c2=O)c2c(C)c(C)sc2n1	-10%	-2%	0%	2%	-3%	3%	-10%	i
Cc1cc2nc3c(nc2cc1C)C(O)=C3O	?	10%[10 µM]	.	-7%	?	-2%	.	i
COc1ccc2nc(/C=N/NC(=O)CCCCCNC(=O)OC(C)(C)C)ccc2c1	?	-10%[10 µM]	.	-2%	-10%	-2%	.	4%
Cc1cc(C(=O)COC(=O)C2=NNC(=O)CC2)c(C)n1-c1cccc(C(F)(F)F)c1	-11%	-5%	.	-4%	2%	-4%	-16%	-5%
Cc1cc(Br)ccc1NCc1ccccn1	-27%	-24%	5%	0%	2%	5%	?	-10%
Cc1ccccc1Cn1c(=O)n(CCCCC(=O)NCc2ccccc2Cl)c(=O)c2ccccc21	-4%	.	.	?	-8%	-2%	6%	.
COc1cc(Cl)cc2c1Sc1ccccc1/C2=C/CCN(C)C	-18%	4%[10 µM]	-13%	0%	5%	3%	?	0%
CN1CCN(c2nc3c(c(=O)[nH]c(=O)n3C)n2CCCSc2nnnn2-c2ccccc2)CC1	3%	0%	1%	1%	-1%	0%	-3%	-6%
Nc1nc(SCC(=O)NC2CCCc3ccccc32)n[nH]1 (configuration not stated)	16%	-16%	0%	-7%	6%	-4%	7%	-2%
C/C(=N\Nc1ccc2nncn2n1)c1ccco1	-17%	15%[10 µM]	10%	-1%	-14%	0%	-15%	-5%
COC(=O)Cn1cccc1C(=O)c1ccccc1	-5%	-11%	-1%	0%	1%	2%	-2%	-1%
Cc1nc2sc3c(c2c(=O)o1)CCC3	2%	17%[1.9 µM]	-4%	-5%	7%	-6%	2%	2%
COc1ccc2oc(=O)c(-c3nc4ccccc4o3)cc2c1	-10%	44%[10 µM]	-23%	-1%	0%	-22%	?	i
CCC(c1c(C)[nH]oc1=O)c1c(C)[nH]oc1=O	-2%	23%	-2%	1%	-8%	15%	?	-4%
COc1cccc(C2CC(c3ccccc3Cl)n3nc(N)nc3N2)c1 (configuration not stated)	0%	6%	-9%	-6%	-5%	-2%	0%	-2%
O=S(=O)(c1ccc(C2CCCCC2)cc1)N1CCOCC1	-13%	.	-12%	-1%	0%	5%	-7%	2%
CC(=O)N/N=C(\C)CCc1ccccc1	9%	-46%[inhibitor]	-3%	2%	1%	-5%	4%	-1%
CCCCCCCC1CC(CSc2ncn[nH]2)OC1=O (configuration not stated)	-9%	1%[10 µM]	0%	1%	-8%	-5%	-4%	-8%
O=C(NCC1CCCO1)c1ccc2c(=O)n(Cc3ccc(Cl)cc3)c(=S)[nH]c2c1 (configuration not stated)	-17%	-6%	.	-1%	?	5%	1%	i
COc1ccc(C(=O)NNC(=O)CN2CCC(n3nnc4cc(C)ccc43)CC2)cc1	-8%	27%[10 µM]	15%	0%	-1%	4%	-4%	-3%
CCCN1Cc2cccc(C(=O)NC3CCCC3)c2C1=O	-3%	13%[1.9 µM]	-2%	3%	-3%	1%	-9%	-6%
COC(=O)c1cc2ccsc2n1CC(=O)NCC1CCCO1 (configuration not stated)	4%	17%	-4%	2%	1%	-1%	1%	-5%
COc1ccc(C(CC(=O)O)NC(=O)Cc2ccccc2)cc1OC (configuration not stated)	-19%	.	2%	-3%	-2%	2%	-11%	1%

A run of entries of the results above, for reference:
SMILES	Tau fluor cs	HTT ATP protect	L3MBTL1 inh	TR SRC2 fluor cs	Tau FP inhib	TRb-SRC2 inh	Tau ThT inhib	RECQ1 helicase
Cc1cc[n+](-c2[nH]c(=O)sc2/C=N/NC(=O)c2ccccc2[O-])cc1C	-15%	20%[10 µM]	-7%	-8%	-3%	0%	?	-8%
O=C(Nc1ccccc1Cl)C(Cl)C(=O)c1ccccc1 (configuration not stated)	5%	5%	.	0%	0%	0%	-2%	-6%
Cc1nc(SCn2nnc3ccccc3c2=O)c2c(C)c(C)sc2n1	-10%	-2%	0%	2%	-3%	3%	-10%	i
Cc1cc2nc3c(nc2cc1C)C(O)=C3O	?	10%[10 µM]	.	-7%	?	-2%	.	i
COc1ccc2nc(/C=N/NC(=O)CCCCCNC(=O)OC(C)(C)C)ccc2c1	?	-10%[10 µM]	.	-2%	-10%	-2%	.	4%
Cc1cc(C(=O)COC(=O)C2=NNC(=O)CC2)c(C)n1-c1cccc(C(F)(F)F)c1	-11%	-5%	.	-4%	2%	-4%	-16%	-5%
Cc1cc(Br)ccc1NCc1ccccn1	-27%	-24%	5%	0%	2%	5%	?	-10%
Cc1ccccc1Cn1c(=O)n(CCCCC(=O)NCc2ccccc2Cl)c(=O)c2ccccc21	-4%	.	.	?	-8%	-2%	6%	.
COc1cc(Cl)cc2c1Sc1ccccc1/C2=C/CCN(C)C	-18%	4%[10 µM]	-13%	0%	5%	3%	?	0%
CN1CCN(c2nc3c(c(=O)[nH]c(=O)n3C)n2CCCSc2nnnn2-c2ccccc2)CC1	3%	0%	1%	1%	-1%	0%	-3%	-6%
Nc1nc(SCC(=O)NC2CCCc3ccccc32)n[nH]1 (configuration not stated)	16%	-16%	0%	-7%	6%	-4%	7%	-2%
C/C(=N\Nc1ccc2nncn2n1)c1ccco1	-17%	15%[10 µM]	10%	-1%	-14%	0%	-15%	-5%
COC(=O)Cn1cccc1C(=O)c1ccccc1	-5%	-11%	-1%	0%	1%	2%	-2%	-1%

(further entries)
SMILES	Tau fluor cs	HTT ATP protect	L3MBTL1 inh	TR SRC2 fluor cs	Tau FP inhib	TRb-SRC2 inh	Tau ThT inhib	RECQ1 helicase
CSc1nc2ccc(NS(=O)(=O)c3c(Cl)cccc3Cl)cc2s1	10µM*[quencher]	9%[10 µM]	-4%	-2%	-3%	-12%	?	-9%
O=C(Nc1cccn2ncnc12)C(F)(F)F	1%	-18%[10 µM]	0%	-1%	-9%	0%	1%	i
Cc1ccc2c(=O)cc(C(=O)Nc3ccc(S(=O)(=O)N4CCCCCC4)cc3)oc2c1	-16%	.	.	-11%	-10%	2%	-3%	.
Cc1ccc(CCNC(=O)c2ccc3[nH]c(C)c(C)c3c2)cc1	?	.	.	0%	12%	1%	?	.
CCOC(=O)C1CCCN(c2nnnn2-c2ccccc2)C1 (configuration not stated)	3%	0%[10 µM]	4%	0%	0%	-26%	5%	-9%
O=C(N/N=C/c1ccco1)c1cc(-c2ccc3ccccc3c2)n[nH]1	-27%	-23%	.	0%	-11%	0%	?	i
O=C(NC1CCCCCC1)C1c2ccccc2C(=O)N1Cc1ccc(F)cc1 (configuration not stated)	-23%	.	.	11%	0%	12%	-13%	.
CC(=O)Nc1ccc(/C=N/N2CCCCC2)cc1	-7%	-2%	.	-7%	2%	1%	-11%	-16%
COc1ccc(C2=NN(CC(=O)NCc3ccccc3Cl)C(=O)CC2)cc1	1%	.	.	4%	5%	-3%	3%	.
C/C(=N\N)c1c(-c2ccccc2)c2cc(C)ccc2[nH]c1=O	-9%	12%[10 µM]	-3%	0%	-3%	1%	-11%	-3%
C=CCSc1nnc(NC(=O)c2ccc(Cl)nc2)s1	-6%	-27%	.	0%	6%	13%	-13%	-2%
COCCNC(=O)c1c(NC(=O)c2nc(SC)ncc2Cl)sc2c1CCCC2	-8%	3%[10 µM]	-3%	-3%	-3%	2%	-20%	-3%
C=CCNC(=S)Nc1cccc(NC(=S)NCC=C)c1	-11%	5%[10 µM]	3%	5%	9%	7%	-3%	-5%
CCC1(C)COC(C)(CC(=O)NNC(=O)Nc2ccccc2)OC1 (configuration not stated)	4%	18%[10 µM]	5%	-1%	0%	6%	1%	i
CC(=O)Nc1cccc(-c2cn3cccnc3n2)c1	-10%	.	.	-3%	-8%	0%	-5%	.
O=c1cccccc1NN=C1CCCCC1	-15%	5%[10 µM]	.	-3%	-7%	9%	.	-23%
O=C(NC1CCCCC1)c1nc2c(nnn2Cc2ccccc2Cl)c(=O)[nH]1	1%	17%[10 µM]	10%	-3%	-5%	0%	-13%	-3%
Cc1ccc(C2=CSC3=NS(=O)(=O)CCN23)cc1C	0%	-18%	5%	-4%	-3%	-4%	-5%	-1%
Cc1ccc(C(CC(=O)c2ccc(Cl)cc2)C(=O)O)cc1 (configuration not stated)	8%	-4%	12%	-1%	7%	3%	1%	-13%
Cc1cccn2cc(CCNS(=O)(=O)c3ccc4c(c3)OCCO4)nc12	6%	-8%	-5%	-1%	-2%	-2%	9%	-4%
COc1cc(NC(=O)COC(=O)/C=C/c2ccc(OC)c(OC)c2)cc(OC)c1	?	-3%	1%[11.4 µM]	-3%	-12%	-2%	?	-8%
CC(=O)c1c(C(C)=O)c(C)n(C2CCCCC2)c1C	1%	13%[10 µM]	17%[11.4 µM]	0%	4%	5%	5%	2%

These rows are one share of the data, so the mix of outcomes need not match the whole.
